Pf apPOL inh – Pf-apPOL DNA polymerase inhibition; Recombinant Pf-apPOL, molecular beacon fluorescence, 1.5 h; inhibition, % at 10 µM; actives 0.25% (n = 210,000)
mHTT CaM bind – disrupts binding of mutant huntingtin to calmodulin; P42858; AlphaScreen His-mHTT/GST-CaM binding, luminescence; inhibition, % at 15 µM; actives 3.6% (n = 190,000);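 further: 0% = both proteins with DMSO and 100% = one protein alone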
Target sequence (P42858 whole entry, looked up, stated change not applied): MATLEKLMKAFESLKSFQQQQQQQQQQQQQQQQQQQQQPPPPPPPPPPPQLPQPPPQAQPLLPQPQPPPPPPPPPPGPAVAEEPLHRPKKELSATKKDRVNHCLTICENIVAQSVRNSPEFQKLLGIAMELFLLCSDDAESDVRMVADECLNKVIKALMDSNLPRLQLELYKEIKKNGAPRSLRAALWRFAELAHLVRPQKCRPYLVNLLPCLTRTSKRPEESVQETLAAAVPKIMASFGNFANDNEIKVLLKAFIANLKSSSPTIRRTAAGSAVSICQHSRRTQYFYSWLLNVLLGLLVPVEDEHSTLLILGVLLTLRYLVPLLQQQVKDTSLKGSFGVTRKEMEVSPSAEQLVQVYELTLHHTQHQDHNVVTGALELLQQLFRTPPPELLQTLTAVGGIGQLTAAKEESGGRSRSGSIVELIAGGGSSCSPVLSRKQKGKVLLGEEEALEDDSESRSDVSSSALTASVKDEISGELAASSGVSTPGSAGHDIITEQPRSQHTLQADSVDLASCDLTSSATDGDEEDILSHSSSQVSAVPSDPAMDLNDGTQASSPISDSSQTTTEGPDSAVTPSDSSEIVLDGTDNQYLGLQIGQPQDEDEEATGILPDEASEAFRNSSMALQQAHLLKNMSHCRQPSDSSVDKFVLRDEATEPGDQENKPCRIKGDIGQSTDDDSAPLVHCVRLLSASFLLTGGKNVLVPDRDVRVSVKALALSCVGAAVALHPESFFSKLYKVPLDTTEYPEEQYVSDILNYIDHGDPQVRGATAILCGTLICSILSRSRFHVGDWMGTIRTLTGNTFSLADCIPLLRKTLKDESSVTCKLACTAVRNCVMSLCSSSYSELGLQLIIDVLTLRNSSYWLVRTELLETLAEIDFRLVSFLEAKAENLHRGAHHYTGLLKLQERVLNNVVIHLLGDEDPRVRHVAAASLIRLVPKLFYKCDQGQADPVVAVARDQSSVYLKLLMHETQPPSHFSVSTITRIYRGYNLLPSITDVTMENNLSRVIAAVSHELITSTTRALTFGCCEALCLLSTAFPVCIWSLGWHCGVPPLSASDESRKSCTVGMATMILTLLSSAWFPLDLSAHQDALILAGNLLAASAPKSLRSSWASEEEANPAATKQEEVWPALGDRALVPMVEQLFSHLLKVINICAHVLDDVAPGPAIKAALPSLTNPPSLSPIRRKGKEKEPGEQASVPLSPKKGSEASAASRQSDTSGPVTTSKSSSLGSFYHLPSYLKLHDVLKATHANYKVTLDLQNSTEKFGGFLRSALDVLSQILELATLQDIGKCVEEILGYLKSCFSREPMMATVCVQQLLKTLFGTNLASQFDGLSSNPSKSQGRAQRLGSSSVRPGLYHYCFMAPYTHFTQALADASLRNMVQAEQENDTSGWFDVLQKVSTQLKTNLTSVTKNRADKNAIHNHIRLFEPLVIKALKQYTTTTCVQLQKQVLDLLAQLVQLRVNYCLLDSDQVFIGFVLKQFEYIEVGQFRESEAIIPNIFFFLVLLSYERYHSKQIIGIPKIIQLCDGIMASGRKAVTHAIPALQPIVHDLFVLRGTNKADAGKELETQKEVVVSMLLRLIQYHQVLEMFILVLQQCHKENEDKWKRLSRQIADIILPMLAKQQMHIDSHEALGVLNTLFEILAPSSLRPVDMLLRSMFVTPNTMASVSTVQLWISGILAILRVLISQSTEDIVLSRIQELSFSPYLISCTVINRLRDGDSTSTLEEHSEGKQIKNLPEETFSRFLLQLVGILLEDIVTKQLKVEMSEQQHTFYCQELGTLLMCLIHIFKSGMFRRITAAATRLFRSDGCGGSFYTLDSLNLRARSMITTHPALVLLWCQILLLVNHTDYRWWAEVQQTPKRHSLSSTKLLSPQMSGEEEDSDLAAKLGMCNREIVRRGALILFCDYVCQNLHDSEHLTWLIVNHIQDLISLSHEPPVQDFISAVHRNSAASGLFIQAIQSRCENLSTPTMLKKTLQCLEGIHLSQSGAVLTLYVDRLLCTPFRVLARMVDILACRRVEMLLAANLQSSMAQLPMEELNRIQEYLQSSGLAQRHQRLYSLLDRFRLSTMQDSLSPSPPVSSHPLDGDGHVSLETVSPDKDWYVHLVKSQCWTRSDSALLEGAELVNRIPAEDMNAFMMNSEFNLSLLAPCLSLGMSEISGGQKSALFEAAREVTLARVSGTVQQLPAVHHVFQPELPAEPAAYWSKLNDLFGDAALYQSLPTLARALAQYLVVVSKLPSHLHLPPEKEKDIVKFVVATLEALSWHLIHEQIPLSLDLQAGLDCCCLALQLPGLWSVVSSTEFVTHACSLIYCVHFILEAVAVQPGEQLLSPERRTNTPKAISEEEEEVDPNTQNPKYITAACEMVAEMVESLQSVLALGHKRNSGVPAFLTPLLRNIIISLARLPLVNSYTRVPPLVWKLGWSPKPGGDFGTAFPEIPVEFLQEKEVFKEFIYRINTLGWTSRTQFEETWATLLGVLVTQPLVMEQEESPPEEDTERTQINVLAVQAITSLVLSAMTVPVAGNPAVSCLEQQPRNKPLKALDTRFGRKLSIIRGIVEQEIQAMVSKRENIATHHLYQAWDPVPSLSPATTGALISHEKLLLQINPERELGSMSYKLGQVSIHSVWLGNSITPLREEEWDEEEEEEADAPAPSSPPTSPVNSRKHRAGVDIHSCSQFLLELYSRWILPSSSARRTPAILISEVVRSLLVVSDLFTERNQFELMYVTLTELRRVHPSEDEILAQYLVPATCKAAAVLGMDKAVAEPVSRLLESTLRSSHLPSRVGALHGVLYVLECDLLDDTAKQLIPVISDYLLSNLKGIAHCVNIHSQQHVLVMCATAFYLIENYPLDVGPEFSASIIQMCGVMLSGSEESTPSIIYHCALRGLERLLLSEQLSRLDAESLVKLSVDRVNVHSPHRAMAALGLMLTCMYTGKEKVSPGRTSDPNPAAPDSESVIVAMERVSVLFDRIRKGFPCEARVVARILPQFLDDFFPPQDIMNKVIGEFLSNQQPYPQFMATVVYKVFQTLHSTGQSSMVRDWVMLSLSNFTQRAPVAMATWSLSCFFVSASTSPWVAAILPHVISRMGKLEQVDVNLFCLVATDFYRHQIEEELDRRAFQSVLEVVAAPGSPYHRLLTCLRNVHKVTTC
* marks the source's active call; other numbers are inactive results; i = inactive; . = no result given; & = joins results of further samples. No stated cut-off is given here; in the data, active means inhibition above about 50%; inactive means the rest. These rows are one share of the data; the hit share may differ from the screen's.

SMILES	Pf apPOL inh	mHTT CaM bind
Cc1ccc(F)cc1S(=O)(=O)N1CCCN(Cc2noc3ccccc23)CC1	-2	-14
COCCCN1COc2ccc3c(=O)c(-c4ccccc4)coc3c2C1	-8	-2
COc1nc(OCC#N)nc(N2CCOCC2)n1	.	-3
CCc1ccccc1NC(=O)C1CC1c1ccccc1 (configuration not stated)	-11	-4
CN(CC12CCCC1N(C)C(=O)CC2)C(=O)COc1ccccc1 (configuration not stated)	-1	-8
Cc1noc(C2CN(C(=O)Nc3ccc(C)c(C)c3)CC23CCOCC3)n1 (configuration not stated)	2	1
Cc1cccc(NCN2C(=O)C(=O)c3ccccc32)c1	-1	40
COc1ccc(NS(=O)(=O)c2ccc(N)cc2)nn1	.	-7
COc1ccccc1C(O)c1cnc(C(C)C)n1C (configuration not stated)	-7	-3
CC(=O)N1CC(CO)C2(CCN(C(=O)C3CCCCC3)CC2)C1 (configuration not stated)	-3	-5
CCN(C)C1CN(Cc2cn(Cc3cccc(C(F)(F)F)c3)nn2)S(=O)(=O)C1 (configuration not stated)	-4	3
Cc1cccc(C(=O)N2CCN(C(=O)c3nnn4c3COC(c3ccccc3)C4)CC2)c1 (configuration not stated)	0	2
Cn1c(=O)cc2c3c(c(Nc4cccc(Cl)c4)ccc31)C(=O)c1ccccc1-2	-4	27
O=C1CCc2cc(NC(=O)c3ccccc3F)ccc2N1	2	4
O=C(NCc1cccs1)Nc1ccc(-c2nc3ccccc3o2)cc1	-11	-8
CC(C)(C)NC(=O)CSc1nc(-c2cccs2)ccc1C#N	-14	-3
CC(C)(C)NC(=O)CN1C(=O)NC2(CCCCC2)C1=O	-2	-5
CCNC(=O)C1CCCN(c2nnc3ccccn23)C1 (configuration not stated)	-2	-8
CCOC(=O)C1CCCN(C(=O)c2cc3c(s2)CN(C2CCCC2)C3)C1 (configuration not stated)	1	2
Cc1ccc(-c2cc(C(F)(F)F)n3nc(C)cc3n2)cc1	0	-16
CC(=O)N1CCN(c2nc3c(s2)CC(C(=O)NCc2ccc(Cl)cc2)CC3)CC1 (configuration not stated)	-4	24
O=C(Nc1ccccc1O)c1ccc(Oc2ccc([N+](=O)[O-])cc2)cc1	-1	-6
COc1ccc(C2SCC(=O)N2c2c(C)n(C)n(-c3ccccc3)c2=O)cc1 (configuration not stated)	-1	2
CCCC1C(C#N)=C(N)OC2=C1C(=O)CC(C)(C)C2 (configuration not stated)	-3	-6
Cn1c(COc2ccccc2Br)nc2ccccc21	-10	-8&-12
COc1ccccc1C1NCC(c2ccc([N+](=O)[O-])cc2)O1 (configuration not stated)	-4	-3
O=C(CCCN1CCN2CCCC2C1)c1ccc(F)cc1 (configuration not stated)	2	4
O=C(Nc1ccccc1)c1cc(S(=O)(=O)NCC23CC4CC(CC(C4)C2)C3)ccc1Cl	-3	7
CCCCc1ccc(NC(=O)CSc2nncc(=O)[nH]2)cc1	-19	-1
CC(C)(C)NC(=O)c1ccc2ccccc2n1	-1	-6
Cc1c(Cl)cccc1N1CC(C(=O)O)CC1=O (configuration not stated)	-9	5
O=C(CSC1CC(=O)N(c2cccc(Cl)c2)C1=O)Nc1cccc(F)c1 (configuration not stated)	4	3
O=C(COC(=O)c1ccccc1Sc1ccccc1)c1ccc(Br)cc1	2	.
Cc1ccc(NC(=O)CC2Nc3ccccc3NC2=O)cc1C (configuration not stated)	6	-3
Cc1ccccc1-n1nc2c(c1NC(=O)/C=C/c1ccco1)CSC2	-3	98*
Cn1c(CN2CCN(Cc3ccccc3)CC2)nc(=O)c2ccccc21	-5	-6

Gathered by group: the compounds so far containing a nitro group on carbon
SMILES	Pf apPOL inh	mHTT CaM bind
O=C(Nc1ccccc1O)c1ccc(Oc2ccc([N+](=O)[O-])cc2)cc1	-1	-6
COc1ccccc1C1NCC(c2ccc([N+](=O)[O-])cc2)O1 (configuration not stated)	-4	-3

(cont.)
SMILES	Pf apPOL inh	mHTT CaM bind
COc1ccc(Oc2c(C)oc3cc(OCC(=O)c4ccccc4)ccc3c2=O)cc1	2	3
CSc1nc(N)nc(SCC(=O)Nc2ccccc2[N+](=O)[O-])c1C#N	2	24
CC(C)c1cc(C(C)C)c(C(C)C)c([N+](=O)[O-])c1N	3	28
Cc1ccc(-n2nc(C)c3c(=O)oc(C)cc32)cc1	1	1
Cc1cccc(-n2ccnc(NC(=O)c3ccc(F)cc3)c2=O)c1	-4	6
O=C(Nc1nonc1NC(=O)c1ccccc1)c1ccccc1	-5	-3
Cn1c(OCc2cccnc2)nc2c1c(=O)n(Cc1ccccc1F)c(=O)n2C	-2	-4
COc1ccc(NC(=O)c2cc3n(n2)C(C(F)(F)F)CC(c2ccc(OC)cc2)N3)cc1 (configuration not stated)	5	21
CCOC(=O)C1CCN(c2ccccc2CN2CCCc3cc(C)ccc32)CC1	-3	.
CCOc1ccc(NC(=O)NCc2nnnn2C2CCCCC2)cc1	-8	-28
CCOc1ccc(C(N)CC(=O)O)cc1 (configuration not stated)	0	-3
CC(C)(C)c1ccc(-n2cccc2)c([N+](=O)[O-])c1	-3	.
O=C(CN1C(=O)c2ccccc2C1=O)Nc1cccnc1	-4	-16
COc1ccc(/C=c2\sc3n(c2=O)CN(c2ccc4c(c2)OCO4)CN=3)cc1OC	0	23
CCCCN(C)Cc1ccc(OC)c(OC)c1	-2	2
COc1ccc(CC(=O)Nc2ccc3c(c2)OCCO3)cc1OC	-1	0
CCCc1noc(-c2cccnc2N2CCCN(C(=O)Cc3ccccc3OC)CC2)n1	-7	-14
Nc1ncnc2sc3c(c12)CCCCC3	-2	2
CCn1nnc2c(N3CCN(C(=O)NC(c4ccccc4)c4ccccc4)CC3)ncnc21	0	18
COc1ccc(C(=O)Nc2cnc(N3CCCCCC3)nc2)cc1	0	-3
O=C(c1cc(Cl)ccc1Cl)n1cccn1	-1	-1
Cc1c(NC(=O)c2cccc([N+](=O)[O-])c2)cccc1-c1nc2ncccc2o1	-5	-1
NC(=NOC(=O)Nc1ccccc1)c1ccc(OCc2ncc(C(F)(F)F)cc2Cl)cc1	-4	.
CN(C)CC1CN(C(=O)c2nn(C)c3ccccc23)CC12CCOCC2 (configuration not stated)	-3	-7
CS(=O)(=O)Nc1ccc(C2=NN(S(C)(=O)=O)C(c3ccco3)C2)cc1 (configuration not stated)	-18	6
Cc1ccc(C(=O)CSc2ccccc2C(=O)O)cc1	2	-6
CCc1ccc(N2CC(C(=O)NCc3cccc(F)c3)CC2=O)cc1 (configuration not stated)	-11	-4
COc1ccc(C=C2Oc3cc(OCC(=O)OC(C)(C)C)ccc3C2=O)c(OC)c1OC	-8	-1
CCOC(=O)c1cccc(NC(=O)N2CCc3nc4cc[nH]n4c(=O)c3C2)c1	0	8
COc1ccc(OC)c(CNC(=O)C2c3ccccc3CC(=O)N2Cc2ccccc2)c1 (configuration not stated)	-2	8
O=c1c(=Cc2ccccc2)sc2nnc(-c3ccc(Cl)cc3)n12	-3	.
C=CCN(CC=C)Cc1cc(=O)oc2cc(C)c(Cl)cc12	-3	-22
CC(=O)N1CCN(c2nc3c(s2)CC(C(=O)Nc2cc(F)ccc2F)CC3)CC1 (configuration not stated)	-3	5
COc1ccc(-c2ncc3c(n2)CCN(C(=O)Nc2c(F)cccc2F)C3)cc1	-7	11
Cc1ccc(/C=c2\sc3nc(-c4ccc(Cl)cc4)nn3c2=O)o1	-6	19
COc1ccc(Cl)cc1S(=O)(=O)NCC(O)c1cccs1 (configuration not stated)	-3	-24

Some values from the results shown:
COc1ccc(CC(=O)Nc2ccc3c(c2)OCCO3)cc1OC – Pf apPOL inh = -1
COc1ccc(C(=O)Nc2cnc(N3CCCCCC3)nc2)cc1 – Pf apPOL inh = 0
CC(C)(C)c1ccc(-n2cccc2)c([N+](=O)[O-])c1 – Pf apPOL inh = -3
CC(=O)N1CC(CO)C2(CCN(C(=O)C3CCCCC3)CC2)C1 (configuration not stated) – mHTT CaM bind = -5
CS(=O)(=O)Nc1ccc(C2=NN(S(C)(=O)=O)C(c3ccco3)C2)cc1 (configuration not stated) – Pf apPOL inh = -18

Next part:
SMILES	Pf apPOL inh	mHTT CaM bind
COc1cccc(NC(=O)c2cc(Br)ccc2OC)c1	-1	-6
O=C(NCc1cc(-c2ccccc2F)on1)c1cc(-c2ccco2)[nH]n1	33	16
Cc1ccc(N2C(=O)C3C4c5ccccc5C(C(=O)O)(c5ccccc54)C3C2=O)cc1 (configuration not stated)	1	17
O=C(Cc1cccs1)N/N=C\c1cccs1	.	i
N#CC1=C(N)OC2=C(C(=O)CCC2)C1c1ccccc1 (configuration not stated)	-2&-5	-6&-10
COc1ccc(OC)c(CN2C(=O)CCC2(C)C(=O)NC2CCCCCC2)c1 (configuration not stated)	0	5
CC1=CC(=Nc2c(C)n(C)n(-c3ccccc3)c2=O)C(C)=CC1=O	-2	16
CC(c1ccccc1)C1C(C#N)=C(N)Oc2n[nH]c(-c3ccccc3)c21 (configuration not stated)	-1	41
O=C(CN1C(=O)c2ccccc2C1=O)Nc1cccc(-c2nc3ccccc3c(=O)o2)c1	4	2
CCCOc1ccc(S(=O)(=O)NCC2CCN(S(=O)(=O)C3CC3)CC2)cc1C	-6	6
Cc1nc(-c2cccc(NC(=O)c3csc(Nc4cccnc4)n3)c2)cs1	-2	13
CCN1CCCC1CNC(=O)C1(O)c2ccccc2NC(=O)N1c1cccc(OC)c1 (configuration not stated)	-6	0
COCCCNC(=S)NNC(=O)c1cc(OC)c(OC)c(OC)c1[N+](=O)[O-]	-1	.
CS(=O)(=O)NCCS(=O)(=O)N1CCN(c2ccccc2F)CC1	2	-3
CCCCNc1nnc(-c2nnc(C)o2)c2ccccc12	-10	7
O=c1c(Cl)coc2cc(O)ccc12	-6	-6
N#C/C(=C\c1ccc(-c2ccc([N+](=O)[O-])cc2Cl)o1)C(=O)Nc1ccccc1C(=O)O	-5	2
Nc1cccnc1N1CCOCC1	3	.
Cn1ncc(Br)c1NC(=O)C(C)(C)C	-5	.
Cc1ccc2[nH]c3c(cc(NCCO)c4c(=O)c5ccccc5c(=O)c43)oc2c1	-3	18
C=CCn1cnc2c1c(=O)n(CC)c(=O)n2-c1cccc(F)c1	-7	-7
O=C(CSc1nc2sc3c(c2c(=O)[nH]1)CCCC3)NCc1ccco1	-7	-5
Cc1nc2cccnc2n1C1CCN(S(=O)(=O)c2ccc(Cl)s2)C1 (configuration not stated)	0	11
Cc1oc(C)c(C(=O)O)c1COc1ccc(C(=O)O)cc1	-5	4
Cc1ccccc1-n1nc2c(c1NC(=O)c1cc3ccccc3oc1=O)CSC2	-2	35
Cc1ccc(-c2ccc(/C=C/C(=O)c3ccco3)o2)cc1	-14	31
Cc1nc([N+](=O)[O-])cn1CCCCN1C(=O)c2ccccc2C1=O	11&-9	1&-5
CC(C)NC(=O)c1nc2ccccn2c1-c1ccc(F)cc1	1	7
CC(C)C(=O)NCCc1nc2cccnc2n1C	-4	-12
CC(C)C(=O)Nc1ccc(NC(=O)c2cccc(COc3ccccc3)c2)cc1	4	1
O=C(CSc1ccccc1)N1CCc2nc3cc[nH]n3c(=O)c2C1	22	0
Cc1ccc(NC(=O)Nc2ccc3nncn3c2)cc1	4	1
O=S(=O)(c1ccc(F)cc1)N1CCC(Oc2cccc(C(F)(F)F)c2)CC1	-12	-6
Cc1ccc([N+](=O)[O-])cc1NC(=O)CCCOc1ccccc1	-3	-4
COc1cc(/C=C2/SC(=N)NC2=O)ccc1OCc1ccccc1F	-2	60*
CCCNC(=O)c1ccc2ncc3c(=O)n(-c4ccc(Cl)cc4)[nH]c3c2c1	-2	58*
CS(=O)(=O)N(CC(=O)NCc1ccccc1)c1cc(C(F)(F)F)ccc1Cl	-1	-8
COc1ccc(CNC(=O)C(=O)NCc2ccccc2F)cc1	-5	-15
O=S1(=O)c2ccccc2Nc2ccc(Cl)cc21	2	0
O=C(NCc1ccc(F)cc1)c1ccc2ncnc(N3CCOCC3)c2c1	8	-19
CN(C)C=C1COc2ccc(Cl)cc2C1=O	-10&-22	.
C=CCn1c(=S)sc2c(NN=Cc3ccco3)ncnc21	-4	.
COc1ccc(-c2cn3c4c(=O)n(C)c(=O)n(C)c4nc3n2-c2cccc(Cl)c2)cc1	0	3
CC(=O)Nc1nc2nc(-c3ccccc3)cc(=O)n2[nH]1	1	-4
COc1ccc(C(=O)c2c(N)c(C#N)c3ccccn23)cc1	1	-6
O=C(NCCCN1CCC(Cc2ccccc2)CC1)C1CCCN(c2ccncc2)C1 (configuration not stated)	-6	50
Cc1ccc(OCC(=O)Nc2cc(Cl)ccc2C)cc1	5	-7
COc1ccccc1C(=O)Nc1ccc(C)cc1Br	-3	-46

Compounds listed so far that have bromine, in the order listed:
SMILES	Pf apPOL inh	mHTT CaM bind
Cn1c(COc2ccccc2Br)nc2ccccc21	-10	-8&-12
O=C(COC(=O)c1ccccc1Sc1ccccc1)c1ccc(Br)cc1	2	.
COc1cccc(NC(=O)c2cc(Br)ccc2OC)c1	-1	-6
Cn1ncc(Br)c1NC(=O)C(C)(C)C	-5	.
COc1ccccc1C(=O)Nc1ccc(C)cc1Br	-3	-46

Further compounds follow:
SMILES	Pf apPOL inh	mHTT CaM bind
Cc1cc(C)cc(NC(=O)N2CC(C)Oc3ccc(C)cc32)c1 (configuration not stated)	-8	7
COC(=O)CNC(=O)NCC12CC3CC(CC(C3)C1)C2	1	-4
Cc1ccc(CS(=O)(=O)Cc2ccc(C(=O)NCc3ccccn3)o2)cc1	-15	38
CCCC[C@H]1[C@@H]2C[C@H]([C@H]3CCCCN31)[C@H](OC(=O)Nc1cc(C)cc(C)c1)C2	1	4
